Screening results (PubChem BioAssay)
Diaph inh CS = diaphorase inhibitors and chemical oxidizers, primary screen, counter-screen for diaphorase-coupled primary assays, biochemical, uHTS, resorufin fluorescence | diaphorase resazurin-to-resorufin fluorescence, NADH, 16 min; bacterial (C. kluyveri) enzyme, not human | inhibition, % at 20 µM | 0.69% of 190,000 active;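 active = primary screen inhibition at 20 µM above a set limit, cut at about 50% in these data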;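 also: plate controls were DMSO with full reaction for no effect and wells lacking NADH for full effect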
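Assay system: diaphorase enzyme from Clostridium kluyveri; Input: enzyme working solution with 0.14 U/mL diaphorase; Timing: 16 min at room temperature; Technique: resorufin fluorescence, excitation 544 nm, emission 590 nm; Benchmarks: positive control minus NADH, DMSO neutral control.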
DTT redox prof = compounds producing H2O2 with reducing agent – biochemical, NIH compound library profiling, artefact control for MLSCN library redox annotation, primary screen; DTT-dependent redox cycling H2O2, phenol red/HRP absorbance; 100% = 100 µM peroxide control, 0% = buffer; activation, % at 10 µM; 0.03% of 200,000 active;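 active = activation of at least 50% relative to the plate's high and low controls in the primary single-dose screen; inactive = activation below 50%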;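 also: compound incubated with DTT at 0.8 mM final as the reducing agent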
G6PDH counter = L. mesenteroides G6PDH inhibitors, counter-screen for G6PDH-coupled screening assays, biochemical, Leuconostoc mesenteroides enzyme. 0.12% of 200,000 active. inhibition, % at 5 µM. Purified L. mesenteroides G6PDH, diaphorase/resazurin coupled fluorescence, 45 min
Lmaj promast = Leishmania major promastigote growth inhibition, primary screen | Leishmania major promastigotes, resazurin fluorescence viability | inhibition, % at 10 µM | 9% of 200,000 active | AID 1063, 2008;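 also: promastigotes grown with compound for 44 hours at 28 °C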
PMI act satM6P = human PMI activators, high substrate, primary screen, biochemical, fluorescence intensity, near-saturating mannose 6-phosphate | Mannose-6-phosphate isomerase (Homo sapiens), P34949 | coupled PMI enzyme assay, resazurin fluorescence, 20 min; hits give high values; 1 = untreated enzyme, 0 = substrate-free blank | activation factor at 20 µM | 0.34% of 190,000 active | AID 1216, 2008;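 active = activation factor of 2 or more at 20 µM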
Target sequence (P34949 whole entry, looked up): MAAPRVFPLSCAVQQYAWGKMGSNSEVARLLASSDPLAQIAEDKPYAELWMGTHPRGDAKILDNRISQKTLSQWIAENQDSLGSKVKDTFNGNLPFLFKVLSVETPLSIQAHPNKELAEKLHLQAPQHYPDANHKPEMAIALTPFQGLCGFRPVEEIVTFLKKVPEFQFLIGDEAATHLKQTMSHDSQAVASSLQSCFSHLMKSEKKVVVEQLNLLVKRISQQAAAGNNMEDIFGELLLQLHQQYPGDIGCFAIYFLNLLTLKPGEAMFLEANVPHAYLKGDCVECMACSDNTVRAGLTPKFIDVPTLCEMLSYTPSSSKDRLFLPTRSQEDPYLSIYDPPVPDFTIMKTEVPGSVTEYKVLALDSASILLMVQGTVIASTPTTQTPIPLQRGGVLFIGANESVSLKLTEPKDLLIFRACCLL
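Material: human phosphomannose isomerase with PGI, G6PDH, diaphorase coupling enzymes. Quantity: 15 ng/mL PMI. Medium: HEPES pH 7.4 buffer with MgCl2 and Tween-20. Reagent: Near-saturating mannose-6-phosphate, 1.0 mM. Compound: 20 µM single dose. Times: enzyme reaction with compound 20 min at room temperature. Detection: resorufin fluorescence at Ex 544/Em 590 nm.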
Hsp70 activator = Hsp70 transcriptional activators, primary screen, cell-based, HeLa, Hsp70 promoter luciferase, luminescence, 10 µM; HeLa Hsp70 promoter luciferase reporter; scaled: vehicle 0, proteasome-inhibitor control 100%; activation, % at 10 µM; 0.04% of 200,000 active; AID 1203, 2008;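 active = activation above the mean across all tested compounds plus 3 SD, cutoff set per campaign, cut at about 5.5% in these data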;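 also: 100% = MG132 at 30 µM as the positive control and 0% = DMSO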
RAM network inh = inhibitors of the yeast RAM network, primary screen, dse1pr::URA3 reporter, 5-FOA selection. 1.8% of 190,000 active. inhibition, % at 50 µM. S. cerevisiae dse1pr::URA3 reporter, 5-FOA growth OD615, 2 d; analog-sensitive cbk1-as2 kinase mutant strain;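 active = inhibition above a set limit, 3 SD over mean compound inhibition, cut at about 8.4% in these data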;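 also: 0% = DMSO-only wells with no growth and 100% = 10 µM 1-NA-PP1 full growth; inhibition rescues growth on 5-FOA so higher OD means more RAM inhibition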
Diaph act CS = compounds boosting diaphorase resazurin reduction – biochemical, uHTS, resorufin fluorescence, counter-screen for diaphorase-coupled primary assays, primary screen; Diaphorase/resazurin coupled assay, 16 min; hits give high values; 1 = vehicle wells, 0 = NADH-free wells; activation factor at 20 µM; 0.005% of 190,000 active; AID 1229, 2008;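 active = diaphorase activity raised at least twofold by the compound at 20 µM; inactive = activation factor below 2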
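Test system: Clostridium kluyveri diaphorase, purified enzyme; input: enzyme 0.07 U/mL final; buffer or medium: 50 mM HEPES pH 7.4 with 4.542 mM MgCl2, 0.005% Tween 20; also added: 0.114 mM NADH and 0.1 mM resazurin, final amounts; schedule: 16 min enzyme reaction, ambient temperature; technique: fluorescence of resorufin, 544 nm excitation, 590 nm emission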
S1P3 antagonist = S1P3 receptor antagonists, primary screen, cell-based; inhibition, % at 4.98 µM; Sphingosine 1-phosphate receptor 3 (Homo sapiens), Q99500; 0.27% of 170,000 active; AID 485, 2006; CHO S1P3 NFAT-BLA reporter, FRET fluorescence, antagonist mode;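 active = inhibition above the plate cutoff, the mean inhibition of test wells on that plate plus 3 SD, cut at about 28% in these data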;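 also: cells challenged with S1P at its EC80 of 0.8 µM; blue over green emission ratio from cleaved BLA substrate after 4 h stimulation; 0% = S1P-stimulated wells and 100% = unstimulated DMSO-only wells; some compounds past the cut are filed as inactive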
Target sequence (Q99500 whole entry, looked up): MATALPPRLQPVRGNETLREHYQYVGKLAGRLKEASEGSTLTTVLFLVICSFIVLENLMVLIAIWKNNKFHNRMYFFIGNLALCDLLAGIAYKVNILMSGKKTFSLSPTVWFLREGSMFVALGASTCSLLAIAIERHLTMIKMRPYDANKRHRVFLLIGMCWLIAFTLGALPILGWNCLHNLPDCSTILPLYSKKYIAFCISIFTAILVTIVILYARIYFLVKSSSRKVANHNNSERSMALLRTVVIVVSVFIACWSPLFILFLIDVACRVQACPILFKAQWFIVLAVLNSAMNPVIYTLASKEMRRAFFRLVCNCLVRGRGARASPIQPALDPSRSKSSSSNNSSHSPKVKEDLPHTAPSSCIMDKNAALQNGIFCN
TLR4-MyD88 BLA = inhibitors of TLR4-MyD88 association in cells, primary screen, cell-based, HeLa CL3-4, BLA complementation, FRET ratio | 0.18% of 200,000 active | Toll-like receptor 4 (Homo sapiens) + Myeloid differentiation primary response protein … | inhibition, % at 8.4 µM | HeLa CL3-4 TLR4/MyD88 BLA complementation; in the data active = inhibition above about 25%;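 also: 0% = vehicle and 100% = reference inhibitor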
PMI activator = activators of human PMI, primary screen, biochemical, fluorescence intensity, near-Km mannose 6-phosphate; purified human PMI, coupled resazurin fluorescence, 20 min; hits give high values; 1 = vehicle control, 0 substrate-free wells; 0.005% of 190,000 active; activation factor at 20 µM;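 active = activation factor of 2 or more at 20 µM, relative to plate controls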
Starred values were filed as active, the others as inactive; · = no result given. Rule as the data show it, unless noted: active = inhibition above about 50%; inactive = the rest. Compounds were not picked by outcome. Share with any hit: about 12%.

SMILES	Diaph inh CS	DTT redox prof	G6PDH counter	Lmaj promast	PMI act satM6P	Hsp70 activator	RAM network inh	Diaph act CS	S1P3 antagonist	TLR4-MyD88 BLA	PMI activator
O=C(NC(=S)NCc1ccccc1)c1ccccc1	23	0.4	8	3	0.9	0.3	0.6	0.8	-18	-15	0.8
COCCn1c(-c2ccc(-c3ccc([N+](=O)[O-])cc3Br)o2)nc2c1c(=O)[nH]c(=O)n2CC(C)C	0	-0.2	-4	73*	0.8	-0.3	5.5	1	4	44*	0.9
COC(=O)c1ccc(-c2nc3ccccc3[nH]2)cc1	16	-0.9	2	39	0.9	-0.1	3.4	0.8	-1	-3	1
O=[N+]([O-])c1cccc(CSc2ncnc3ccccc23)c1	15	0.0	-1	19	0.9	-0.3	-0.5	0.9	-16	-3	0.9
CCOC(=O)C1CCN(C(=S)Nc2cc(C)ccc2C)CC1	16	0.6	-20	-4	0.9	-0.3	1.1	0.8	-4	-8	0.9
CCN(CC)CCNC(=O)CCCNC(=O)Cn1cnc2sc(C)c(C)c2c1=O	-17	-5.4	8	4	1	-0.1	0.4	1.2	-5	-9	1.1
Cn1c(SCC(=O)NCc2cccs2)nnc1-c1ccc(S(=O)(=O)N2CCCC2)cc1	10	-0.1	6	-6	1	-0.1	4.8	0.9	-2	10	1
O=C(CCCNS(=O)(=O)c1cccc2nsnc12)NCCN1CCN(c2ccccc2F)CC1	4	0.0	6	-3	1	-0.1	-1.3	1	3	-6	1
Cc1ccc2c(Cl)c(C(=O)NCC3CCCO3)sc2c1 (stereo not drawn)	9	-8.4	3	-2	1	0.3	-0.7	0.9	·	5	0.9
CCOc1ccccc1N(CC(=O)Nc1ccccc1C(=O)O)S(C)(=O)=O	8	-0.3	-18	-5	1	-0.2	4.7	0.9	8	12	1
O=C(CSc1nnc(CCCO)n1-c1ccccc1)NCCc1ccccc1	-1	0.5	10	-4	1	-0.2	-1.6	1	-30	-15	1
N#C/C(=C\Nc1ccccc1SC(F)(F)F)c1nc(-c2ccccc2)cs1	4	3.0	-1	-4	1	-0.4	12*	1	-14	-3	1
CC(NS(=O)(=O)c1ccccc1)C(c1cccs1)N1CCOCC1 (stereo not drawn)	2	-0.6	16	-6	1	0.1	0.0	1	-7	-2	1
CCn1ncc(NC(=S)Nc2ccc(OC)c(OC)c2)c1C(N)=O	·	0.0	10	-4	·	-0.4	1.2	·	-6	10	·
COc1ccc(CC2S/C(=C(\C#N)C(=O)NCc3ccco3)N(c3ccc(C)cc3)C2=O)cc1 (stereo not drawn)	27	1.1	-8	-3	0.9	-0.3	3.9	0.7	-3	-15	0.9
O=C1OCCC1Sc1nnc(-c2cccnc2)n1-c1ccccc1F (stereo not drawn)	12	-0.8	1	-2	1.1	0.1	1.9	0.9	-5	-8	1.1
CCC(C)NC(=O)Cn1c(=O)n(-c2ccccc2)c(=O)c2ccc(C(=O)NCc3ccco3)cc21 (stereo not drawn)	7	-0.9	4	-2	1	-0.1	-0.1	0.9	0	8	1
CC(C)(C)c1cc(CCC(=O)NN)cc(C(C)(C)C)c1O	8	-0.6	-3	2	1.1	-0.2	-1.0	0.9	4	-6	1.1
COc1ccc(C(c2c(NC(=O)c3ccccc3)sc(C)c2C)N2CCN(CCO)CC2)cc1 (stereo not drawn)	5	-0.3	12	32	1.1	0.3	6.7	0.9	9	-17	0.8
Cc1cc(SCC#N)n2nc(C)c(-c3ccc(Cl)cc3)c2n1	12	-1.2	8	1	0.9	0.3	3.1	0.9	·	11	1
CNS(=O)(=O)c1cccc(C(=O)OCc2cc(Cl)cc3c2OCOC3)c1	22	1.0	1	8	0.9	0.1	4.4	0.8	5	2	1
O=C(/C=C/c1ccc(O)cc1)OCc1occc(=O)c1O[C@@H]1OC(CO)[C@@H](O)[C@H](O)[C@@H]1O (stereo partly drawn)	11	-0.3	16	-6	1	-0.5	2.2	0.9	1	9	0.9
OCCC1CN(CC#Cc2ccccc2)CCN1C1CCCC1 (stereo not drawn)	10	-0.4	0	23	1	0.0	2.3	0.9	-5	19	1
Fc1ccc(NC(=S)N2CCCC2)cc1Cl	13	-0.3	-4	95*	0.9	0.1	-0.3	0.9	-20	9	1
CSc1nc2nc3c(c(=O)n2[nH]1)CN(Cc1ccccc1)CC3	10	3.4	11	5	1	-0.2	5.7	0.9	-3	12	1.1

Molecules shown so far that have a cyano group, in the order listed:
SMILES	Diaph inh CS	DTT redox prof	G6PDH counter	Lmaj promast	PMI act satM6P	Hsp70 activator	RAM network inh	Diaph act CS	S1P3 antagonist	TLR4-MyD88 BLA	PMI activator
N#C/C(=C\Nc1ccccc1SC(F)(F)F)c1nc(-c2ccccc2)cs1	4	3.0	-1	-4	1	-0.4	12*	1	-14	-3	1
COc1ccc(CC2S/C(=C(\C#N)C(=O)NCc3ccco3)N(c3ccc(C)cc3)C2=O)cc1 (stereo not drawn)	27	1.1	-8	-3	0.9	-0.3	3.9	0.7	-3	-15	0.9
Cc1cc(SCC#N)n2nc(C)c(-c3ccc(Cl)cc3)c2n1	12	-1.2	8	1	0.9	0.3	3.1	0.9	·	11	1

New compounds follow
SMILES	Diaph inh CS	DTT redox prof	G6PDH counter	Lmaj promast	PMI act satM6P	Hsp70 activator	RAM network inh	Diaph act CS	S1P3 antagonist	TLR4-MyD88 BLA	PMI activator
CCN(CC)S(=O)(=O)c1ccc(N2CCOCC2)c(NC(=O)Cc2ccccc2F)c1	15	0.4	5	71*	1	-0.4	-1.3	0.8	4	6	0.9
COc1cc(S(=O)(=O)NCC2CCCO2)ccc1Br (stereo not drawn)	10	0.6	-4	-4	1	-0.3	0.1	0.9	·	-9	1
Cc1ccc(NS(=O)(=O)c2cccs2)cc1S(=O)(=O)N1CCCCCC1	23	0.2	9	-2	1	-0.3	6.0	0.8	-16	9	1
O=C(Nc1ccc(CN2CCOCC2)cc1)c1ccc(N2CCCC2)c([N+](=O)[O-])c1	24	0.1	-7	4	0.8	0.3	1.1	0.8	-1	14	0.9
CCOc1ccccc1NC(=O)CSc1nnc2ccc(-c3cccnc3)nn12	11	-1.6	-2	17	1.1	0.1	2.5	0.9	2	-1	1.1
CCOC(=O)C1(CC2CC2)CCN(Cc2cn(C)c3ccccc23)CC1	-18	1.0	12	40	1	0.0	-0.1	1.2	-10	-4	1
CCOc1ccccc1N1CCN(Cc2ccco2)CC1	7	0.1	20	1	1.1	-0.2	0.9	0.9	·	-13	1
CCOC(=O)c1c(CSc2cccs2)n(C)c2cc(Br)c(O)c(CN(C)C)c12	20	-0.7	9	22	0.8	-0.2	1.3	0.8	-13	-24	0.9
CCO[C@@H]1OC(C(=O)NCc2nc3ccccc3[nH]2)=C[C@H](c2csc3ccccc23)[C@H]1CCCO	33	0.4	22	15	0.9	-0.1	-0.7	0.7	11	-7	0.9
COc1cccc(N(C(=O)Cn2nnc(-c3cccs3)n2)C(C(=O)NC(C)C)c2ccc(C)o2)c1 (stereo not drawn)	-5	2.2	2	2	1	-0.3	1.3	1.1	·	5	0.9
CN(C)c1c(N)c(=O)oc2ccccc12	-7	-0.5	8	-5	1	-0.3	0.4	1.1	-27	-3	1
CC(=O)Nc1ccc(OCCC[n+]2cccc(C(=O)[O-])c2)cc1	6	-0.1	8	0	1.1	0.0	0.4	0.9	-8	1	1.1
c1ccc2sc(N3CCCN(Cc4nc(-c5cnccn5)no4)CC3)nc2c1	26	-1.2	10	10	0.9	0.4	2.1	0.7	-7	-8	0.8
COc1cccc(-n2c(SCC(=O)N3CCCC3)nc3c([nH]c4ccccc43)c2=O)c1	·	0.0	·	-3	·	-0.3	·	·	13	-4	·
Cc1ccc2cc(CN(Cc3ccco3)S(=O)(=O)c3c(C)ccc4nsnc34)c(=O)[nH]c2c1	30	-0.3	11	23	0.8	0.7	3.8	0.7	15	-4	0.7
O=[N+]([O-])/C=C/c1cn(Cc2ccc(Cl)cc2)c2ccccc12	0	0.1	-8	99*	0.9	-0.4	4.5	1	-4	-3	0.8
CC(CC(=O)NC(C)c1ccc2c(c1)OCCO2)c1ccccc1 (stereo not drawn)	5	-0.1	-2	-5	1	0.1	1.6	1	1	-6	0.9
COCCn1c(SCC(=O)N(C(C)C)C(C)C)nnc1-c1cc2ccccc2cc1O	17	-0.5	14	16	0.9	0.0	0.0	0.8	·	4	1
Cn1c(=O)c(-[n+]2ccccc2)c([O-])c2ccccc21	25	-0.2	4	7	0.7	-0.5	0.7	0.8	·	3	0.7
O=C1CCC2(C(=O)O)Sc3ccccc3N12 (stereo not drawn)	7	0.0	-4	-6	1	-0.3	1.5	0.9	·	-22	1
CCC1CSC(Nc2ccc(C(=O)/C=C/c3ccc(Br)cc3)cc2)=N1 (stereo not drawn)	8	1.0	4	98*	1	-0.4	-0.3	0.9	0	2	1

Marked active in TLR4-MyD88 BLA (from the list above):
Molecule	DTT redox prof	PMI act satM6P	Hsp70 activator	RAM network inh	S1P3 antagonist	TLR4-MyD88 BLA	PMI activator
COCCn1c(-c2ccc(-c3ccc([N+](=O)[O-])cc3Br)o2)nc2c1c(=O)[nH]c(=O)n2CC(C)C	-0.2	0.8	-0.3	5.5	4	44*	0.9
